# High-throughput results (PubChem BioAssay)
# RGS8-Gao – modulates binding of RGS8 to human Galphao; AID 1423; response (percent of control binding), % at 10 µM; hit rate 0.34% among 220,000; multiplexed bead flow cytometry; actives lie on both sides; in the data active means response below about 60% or above about 140%; inactive means in between;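 further: Galphao activated as the GDP aluminium fluoride complex binding bead-coupled RGS8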
# RGS7-Gao reg – human RGS7-Galphao interaction regulation | binding response (% of control), % at 10 µM | hit rate 0.35% among 220,000 | AID 1439 | P09471 | Multiplexed bead flow cytometry, RGS7-Galphao binding; actives lie on both sides; in the data active means binding response below about 49% or above about 150%; inconclusive means no clear call, values can overlap the other calls; inactive means in between;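 further: fluorescent Galphao held in activated GDP-AlF4 state binding bead-coupled RGS7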
# Mcl1 Bid PPI – disrupts binding of human Mcl-1 to Bid peptide | TR-FRET Mcl-1/Bid-Dy647 peptide binding, 1536-well | Q07820 | inhibition, % at 21.7 µM | hit rate 0.97% among 220,000;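 active means compounds that cut the binding signal by more than half at the single screening dose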;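 further: His-tagged Mcl-1 with europium anti-His antibody binding Bid BH3 peptide; 0% = Mcl-1 plus peptide wells and 100% = peptide-only wells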
# Target sequence (Q07820 whole entry, looked up): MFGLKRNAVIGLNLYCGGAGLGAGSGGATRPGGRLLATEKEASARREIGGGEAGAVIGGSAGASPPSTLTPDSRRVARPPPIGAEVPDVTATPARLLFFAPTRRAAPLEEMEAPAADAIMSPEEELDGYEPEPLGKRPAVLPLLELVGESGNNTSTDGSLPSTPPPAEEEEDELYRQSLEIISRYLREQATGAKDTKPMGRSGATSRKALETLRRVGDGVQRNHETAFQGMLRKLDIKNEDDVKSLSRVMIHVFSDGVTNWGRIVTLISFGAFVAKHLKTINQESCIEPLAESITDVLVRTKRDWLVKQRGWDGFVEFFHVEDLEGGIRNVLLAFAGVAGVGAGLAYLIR
# Bcl-XL Bim block – disrupts Bim peptide binding to human Bcl-XL | Q07817 | bead flow cytometry, fluorescence | inhibition, % at 10 µM | hit rate 0.04% among 190,000 | AID 1007
# Target sequence (Q07817 whole entry, looked up): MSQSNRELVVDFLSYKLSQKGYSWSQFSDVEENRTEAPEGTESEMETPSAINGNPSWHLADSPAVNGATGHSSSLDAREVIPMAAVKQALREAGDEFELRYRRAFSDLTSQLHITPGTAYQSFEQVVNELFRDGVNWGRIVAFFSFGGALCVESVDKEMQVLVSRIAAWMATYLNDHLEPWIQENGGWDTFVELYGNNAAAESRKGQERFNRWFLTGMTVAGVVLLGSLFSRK
# Mcl-1 Bim block – disrupts Bim peptide binding to human Mcl-1. hit rate 0.1% among 190,000. inhibition, % at 10 µM. AID 1009. Bead-based flow cytometry, Bim peptide-Mcl-1 binding. Q07820;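 further: 0% = no compound tracer wells and 100% = peptide blocker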
# Bfl-1 Bim block – human Bim-Bfl-1 interaction inhibition | inhibition, % at 10 µM | hit rate 0.12% among 190,000 | Bead-based flow cytometry, Bim-Bfl-1 binding inhibition | Q16548;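 further: 0% = wells without compound plus tracer and 100% = blocker peptide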
# GSH fluor – compound fluoresces at 488/530 nm on GSH beads; GSH beads flow cytometry, compound fluorescence 488/530 nm; stronger effect = higher value; fluorescence (KMESF) at 10 µM; hit rate 0.25% among 190,000; in the data active means fluorescence above about 89;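 further: glutathione beads carrying GST-tagged Bcl family fusion proteins plus one bare bead set; values are compound well signal with DMSO vehicle wells as background; inactives centre near 16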
# RGS4-Gao reg – modulates binding of RGS4 to human Galphao; P09471; Multiplexed bead flow cytometry; actives lie on both sides; binding response (% of control), % at 10 µM; hit rate 0.33% among 220,000; AID 1415; in the data active means binding response below about 49% or above about 150%; inactive means in between;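 further: fluorescent Galphao activated with aluminum fluoride binding bead-coupled RGS4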
# Bcl-W Bim block – inhibitors of Bim-Bcl-W interaction, human. Q92843. bead-based flow cytometry, Bim peptide-Bcl-W binding. inhibition, % at 10 µM. hit rate 0.02% among 190,000;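 further: 0% = bound tracer without compound and 100% = peptide blocker; higher means less fluorescent Bim peptide bound to Bcl-W beads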
# Bim-Bcl-B – disrupts Bim peptide binding to human Bcl-B | bead-based flow cytometry | AID 951 | hit rate 0.073% among 190,000 | inhibition, % at 10 µM;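 further: 0% = tracer peptide without compound and 100% = reference inhibitor peptide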
# Target sequence (Q9HD36 whole entry, looked up): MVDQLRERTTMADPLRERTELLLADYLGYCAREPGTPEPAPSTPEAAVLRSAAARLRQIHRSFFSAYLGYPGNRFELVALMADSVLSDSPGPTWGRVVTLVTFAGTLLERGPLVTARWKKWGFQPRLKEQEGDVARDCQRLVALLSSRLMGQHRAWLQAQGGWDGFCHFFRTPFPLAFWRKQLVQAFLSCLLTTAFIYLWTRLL
# Bim-Bcl-2 – human Bim-Bcl-2 interaction inhibition; P10415; Bead-based flow cytometry, Bim peptide-Bcl-2 binding; inhibition, % at 10 µM; hit rate 0.06% among 190,000; in the data active means inhibition above about 40%; inconclusive means no clear call, values can overlap the other calls;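 further: 0% = no compound wells with probe peptide and 100% = reference peptide inhibitor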
# Target sequence (P10415 whole entry, looked up): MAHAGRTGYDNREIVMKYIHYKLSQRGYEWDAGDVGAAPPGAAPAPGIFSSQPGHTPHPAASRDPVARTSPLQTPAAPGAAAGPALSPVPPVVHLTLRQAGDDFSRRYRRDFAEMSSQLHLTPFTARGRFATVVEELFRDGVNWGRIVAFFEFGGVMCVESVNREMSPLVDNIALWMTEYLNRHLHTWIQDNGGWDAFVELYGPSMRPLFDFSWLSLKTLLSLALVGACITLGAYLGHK
# Starred values were filed as active, the others as inactive; u = inconclusive. Unless noted, no stated cut-off is given here; in the data, active means inhibition above about 40%.
RGS7-Gao reg	Bim-Bcl-2	Mcl1 Bid PPI	Bim-Bcl-B	RGS4-Gao reg	Bfl-1 Bim block	RGS8-Gao	Bcl-W Bim block	Bcl-XL Bim block	GSH fluor	Mcl-1 Bim block	smiles
99	-1	1	2	92	0	91	0	-3	17	-3	O=C(O)C(O)Cc1c[nH]c2ccccc12 (stereo not drawn)
99	0	-40	-3	84	-3	92	0	0	14	0	C/C(=N\NC(=O)C(=O)N/N=C(\C)c1cccc(O)c1)c1cccc(O)c1
103	-9	-26	-9	101	-19	99	-2	-7	34	-3	O=C(COc1ccccc1)N/N=C/c1cc2c(cc1[N+](=O)[O-])OCO2
91	-1	4	3	95	4	99	1	3	12	1	CCn1c(SCC(=O)NC(=O)NC(C)(C)C)nc2ccccc21
107	-6	-8	-11	106	-7	103	0	-3	10	-3	COc1ccc(OCC(=O)Nc2ccc3c(c2)nc(CN2CCCC2)n3C)cc1
95	-7	-15	-8	98	-8	102	-2	-4	9	-1	CCc1ccc(OCC(=O)N/N=C(\C)c2ccc3c(c2)OCCO3)cc1
u	-4	-15	-7	102	-6	100	-3	-3	14	-4	Cc1cc(-n2c(C)cc(C(=O)CCl)c2C)no1
91	2	-73	-22	94	1	96	6	5	15	6	O=C(COC(=O)CCN1C(=O)/C(=C\C=C\c2ccccc2)SC1=S)Nc1cc(F)ccc1F
101	-1	-3	-8	100	-6	99	-6	-4	13	-2	COc1ccc(CN2CCN(C(=O)c3ccc(-c4ccccc4)cc3)CC2)c(OC)c1OC
101	0	-22	0	102	6	100	0	-1	22	0	Cc1cccc(NC(=O)c2sc3nc(-c4ccccc4)cn3c2C)n1

RGS7-Gao reg	Bim-Bcl-2	Mcl1 Bid PPI	Bim-Bcl-B	RGS4-Gao reg	Bfl-1 Bim block	RGS8-Gao	Bcl-W Bim block	Bcl-XL Bim block	GSH fluor	Mcl-1 Bim block	smiles
88	-1	-6	-5	90	0	95	-2	-1	34	-2	C/C(Cn1cnc([N+](=O)[O-])n1)=N\NC(=O)c1ccccc1
99	-5	-26	-4	101	-7	99	-5	-4	23	-1	CC1CN(C(=O)c2ccncc2)CC(C)O1 (stereo not drawn)
98	-8	-18	-15	98	-14	98	-5	-9	18	-2	Cc1ccc(NC(=O)NC(=O)CSc2nnc(-c3ccc(OC(F)F)cc3)n2N)c(C)c1
100	-2	3	-4	101	-3	101	-6	-9	23	-4	Cc1ccc2nc(SCC(=O)Nc3ccc4c(c3)CCC4)[nH]c2c1
104	-2	-6	-9	101	-4	102	-5	-6	15	-4	CCn1c(CNc2ccc(Cl)cc2)nnc1SCc1ccc(C)cc1
106	0	-24	-1	102	1	100	-1	0	32	0	CC(=O)c1cccc(NC(=O)NCc2ccccn2)c1
101	6	1	0	101	3	104	0	0	16	3	CS(=O)(=O)N1CCN(c2ccccc2NC(=O)c2cccc3ccccc23)CC1
102	-5	-15	-1	104	-4	106	2	1	20	-1	COc1ccc(C2CC(c3ccc(Cl)cc3Cl)Nc3nc(N)nn32)cc1OC (stereo not drawn)
103	-15	0	-4	102	-8	106	1	-5	21	0	O=C(CCSc1nnc(-c2ccncc2)o1)Nc1ccc(F)cc1
u	0	-16	0	104	2	99	-1	-1	19	-2	Clc1ccc(C[n+]2cc(-c3ccccc3)n3c2CCCCC3)c(Cl)c1

RGS7-Gao reg	Bim-Bcl-2	Mcl1 Bid PPI	Bim-Bcl-B	RGS4-Gao reg	Bfl-1 Bim block	RGS8-Gao	Bcl-W Bim block	Bcl-XL Bim block	GSH fluor	Mcl-1 Bim block	smiles
100	-6	-32	-4	98	-15	100	-4	-5	24	-3	Cc1ccc(OCC(=O)Nn2c(C)nc3ccccc3c2=O)c(C(C)C)c1
104	-10	1	-10	104	-26	101	-5	-12	27	-7	O=C(Cn1nnc(-c2ccccc2)n1)c1ccccc1
98	-3	-10	-5	103	-13	102	-1	0	25	-4	COc1ccccc1C(=O)NCC(=O)OC(C)C(=O)NC(=O)NC1CCCCC1 (stereo not drawn)
85	2	-31	0	83	1	83	2	0	7	-5	CCCS(=O)(=O)c1nnnn1-c1cccc(OC)c1
101	-2	-37	-1	103	0	104	3	-2	12	-1	CC(C)CCOc1ccccc1C(N)=O
97	-5	-27	-4	99	-7	97	0	-8	8	2	Cn1cnnc1SCC(=O)Nc1ccc2nc(SCc3ccccc3F)sc2c1
97	-7	-3	-3	100	-9	104	1	-1	11	-1	C/C(=N/OCC(=O)Nc1ccc(C)cc1C)c1cccs1
103	-1	-22	-6	103	-12	103	1	-2	27	5	Cc1ccc2cc(CN(CC3CCCO3)S(=O)(=O)c3cccc4nsnc34)c(=O)[nH]c2c1 (stereo not drawn)
104	-7	-22	-3	102	-10	105	-4	-3	10	0	CSc1nc(C)cc(Oc2ccc(OCC(N)=O)nn2)n1
103	-4	-6	-5	99	-9	100	0	-5	5	-3	Cc1cccc(Oc2nc(-c3ccccc3)cc(C)c2S(C)(=O)=O)c1C

RGS7-Gao reg	Bim-Bcl-2	Mcl1 Bid PPI	Bim-Bcl-B	RGS4-Gao reg	Bfl-1 Bim block	RGS8-Gao	Bcl-W Bim block	Bcl-XL Bim block	GSH fluor	Mcl-1 Bim block	smiles
98	-6	-4	-7	98	-9	100	0	2	52	0	CCC(=O)c1cn(CC(=O)OC)c2ccccc12
100	-4	-13	-2	105	-4	105	0	0	14	-3	CC(=O)c1cnc(Nc2nc(C)c3ccc(C)cc3n2)nc1C
104	-4	-15	-1	106	0	105	0	0	19	-2	Cc1ccc(C(c2nnnn2C2CCCC2)N2CCN3CCCC3C2)cc1 (stereo not drawn)
u	-5	-17	-7	99	-3	100	-3	-3	15	-3	CC(NC(=O)COC(=O)/C=C/c1ccco1)c1ccccc1 (stereo not drawn)
90	-7	-9	-3	94	-9	97	0	-11	20	1	CC(Cc1cccs1)NC(=O)Nc1ccc(F)cc1 (stereo not drawn)
u	-1	-9	-1	103	-1	101	2	-1	13	2	Cc1noc(NS(=O)(=O)c2ccc(NC(=O)c3cc(-c4ccccc4Cl)nc4ccccc34)cc2)c1C
96	-6	-20	-6	98	-10	99	0	-3	21	-2	Cc1ccsc1-c1nc(CSCC(=O)NCc2ccc3c(c2)OCO3)c(C)o1
96	-7	-10	-5	101	-9	102	0	-1	18	-1	O=C(Cn1cc2c(n1)CCCC2)N1CCc2ccccc21
97	-3	0	-2	101	0	101	1	1	14	1	CCOC(=O)C(C)n1ncn2cccc2c1=O (stereo not drawn)
103	-37	-28	-15	106	-4	102	-24	-27	8	-24	Cc1cc(C)c2cc3c(N)c(C(=O)Nc4c(C)[nH]c(=O)[nH]c4=O)sc3nc2c1

RGS7-Gao reg	Bim-Bcl-2	Mcl1 Bid PPI	Bim-Bcl-B	RGS4-Gao reg	Bfl-1 Bim block	RGS8-Gao	Bcl-W Bim block	Bcl-XL Bim block	GSH fluor	Mcl-1 Bim block	smiles
102	-2	-2	-5	101	-2	97	-4	-4	9	-3	CCOc1ccccc1OCCC(=O)Nc1ccc(F)c(Cl)c1
97	9	0	4	95	1	98	3	0	27	1	CCc1c(C)nc(SCCOc2ccc(OC(C)C)cc2)[nH]c1=O
96	0	0	0	93	2	93	2	-1	20	0	NC(=O)c1cccnc1
116	-8	-18	-6	105	-16	103	-4	-4	56	-2	COc1ccc(-c2[nH]ncc2CNC(C)c2ccccc2Cl)cc1F (stereo not drawn)
95	-8	2	-4	99	-11	100	1	-1	16	-1	CC(=O)OCCNC(=O)c1cccnc1
102	0	-17	-5	99	-4	102	-4	-2	15	-5	O=C(CSc1nc2ccsc2c(=O)n1Cc1ccccc1)NCC1CCCO1 (stereo not drawn)
103	0	16	0	100	-2	103	3	-9	60	0	CCN(CC)S(=O)(=O)c1ccc(-c2nnc(SCC(C)=O)o2)cc1
89	10	-21	3	93	8	89	6	7	11	8	CCOCCCNC(=O)c1c(-c2ccccc2)noc1C
104	-7	-11	-8	103	-9	103	1	-10	36	-1	O=C(NC(=O)c1ccc(Cl)c(Cl)c1)OC1CCS(=O)(=O)C1 (stereo not drawn)
99	-9	-17	-7	98	-9	97	2	-4	44	-2	Cn1nc(C(F)(F)F)c(C(=O)Nc2ccc(F)cc2F)c1Sc1cccc(Cl)c1

RGS7-Gao reg	Bim-Bcl-2	Mcl1 Bid PPI	Bim-Bcl-B	RGS4-Gao reg	Bfl-1 Bim block	RGS8-Gao	Bcl-W Bim block	Bcl-XL Bim block	GSH fluor	Mcl-1 Bim block	smiles
111	-4	11	-2	110	-12	107	3	-1	13	2	COc1cccc(C2=NN(C(=O)c3ccccc3)C(O)(C(F)(F)F)C2)c1 (stereo not drawn)
98	-3	-13	-3	102	-8	101	3	0	17	3	CCC(C)NC(=O)c1cc(Cl)ccc1OC (stereo not drawn)
u	-1	-36	-7	98	-4	100	1	-1	17	-2	CCc1c(C)sc(NC(=O)/C=C/C(=O)O)c1C(N)=O
102	5	7	4	98	2	105	6	0	29	1	Cc1occc1-c1nnc(SCC(=O)NC2CCCC2)n1-c1ccccc1
92	-3	-8	-3	93	0	82	-3	-2	11	-2	CCn1ncc(CNC(=O)C2(C)CC2(Cl)Cl)c1C (stereo not drawn)
100	-5	4	-4	102	-4	102	-2	-2	18	-3	CCC(C)C(NC(=O)OCc1ccccc1)C(=O)NC(Cc1ccc(O)cc1)C(=O)OC (stereo not drawn)
98	-1	0	0	99	-3	100	4	0	10	2	Clc1ccc(SCc2cc(-c3ccccc3)on2)cc1
105	-2	-28	-1	102	-2	102	-1	-5	6	-4	O=C(N/N=C/c1ccncc1)C1CC1C(=O)N/N=C/c1ccncc1 (stereo not drawn)
102	-1	-26	-7	103	-7	103	2	0	5	1	CCC(=O)Nc1ccc(S(=O)(=O)N2CCCCC2)cc1OC
101	0	-30	1	100	-9	99	6	4	7	5	CS(=O)(=O)N1CCC(C(=O)Nc2ccc(OCc3ccccc3)cc2)CC1

RGS7-Gao reg	Bim-Bcl-2	Mcl1 Bid PPI	Bim-Bcl-B	RGS4-Gao reg	Bfl-1 Bim block	RGS8-Gao	Bcl-W Bim block	Bcl-XL Bim block	GSH fluor	Mcl-1 Bim block	smiles
101	-11	10	-11	97	-12	98	3	-8	42	-7	O=C(Nc1nccs1)c1cn(-c2ccccc2)nc1-c1ccccc1
104	-1	-41	-1	102	14	101	4	1	10	0	CCCN1C(=O)c2cc(C(=O)Nc3ccc(OC)c(OC)c3)ccc2C1Nc1ccc(OC)c(OC)c1 (stereo not drawn)
96	-11	-7	-8	102	-7	104	-7	-10	10	-4	COc1ccc(C)cc1S(=O)(=O)N(CC(=O)Nc1cccc([N+](=O)[O-])c1)c1ccccc1
103	-5	-6	-6	103	-4	102	-2	-7	7	-1	CCOC(=O)c1sc(-c2ccc(OC)cc2)cc1NC(C)=O
104	0	-25	-8	101	-2	101	-3	-3	12	-4	CCc1[nH]nc2c1C(C(C)C)C(C#N)=C(N)O2 (stereo not drawn)
100	-9	-5	-6	103	-14	102	2	-1	18	0	O=C(CCn1c(=O)oc2ccccc21)N1CCN(c2ccccc2Cl)CC1
96	-9	-23	-9	101	-13	98	3	-6	12	0	CCN1CCN(c2ccc([N+](=O)[O-])cc2C(=O)c2ccc(Cl)cc2)CC1
104	0	22	-2	102	-3	101	-2	-1	18	0	COc1ccc2nc(SCCN(C)C)[nH]c2c1
105	-4	-24	-5	102	-12	101	0	-3	23	1	O=C(Nc1cccc(F)c1)OC(CN1CCCCC1)C(F)(F)F (stereo not drawn)
102	-3	-1	-1	103	1	100	-2	1	13	0	CCOC(=O)c1c(C)n(C)c2ccc(OC)c(NC(=O)CN3CCSCC3)c12
